TRHR enhancer: allosteric enhancers of human TRH receptor. TRHR cells, fluo-8 calcium fluorescence, EC20 TRH enhancement. P34981. enhancement, % at 2 µM. actives 0.66% (n = 360,000); in the data active = enhancement above about 30%; also: 0% is about no effect
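Enhancer read-out: after compound pinning and an initial kinetic agonist-mode read, an EC20 of TRH (10 nM final) was injected and fluo-8 calcium signal (Ex 480/Em 530) followed at 1 s/cycle for 100 cycles in TRHR-expressing cells.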
D1 agonist: activates the human D1 dopamine receptor. HEK293 T-REx D1 cells, calcium flux, agonist mode. activation, % at 2 µM. actives 1% (n = 360,000); in the data active = activation above about 30%; also: 0% is about no effect
Target sequence (P21728 whole entry, looked up): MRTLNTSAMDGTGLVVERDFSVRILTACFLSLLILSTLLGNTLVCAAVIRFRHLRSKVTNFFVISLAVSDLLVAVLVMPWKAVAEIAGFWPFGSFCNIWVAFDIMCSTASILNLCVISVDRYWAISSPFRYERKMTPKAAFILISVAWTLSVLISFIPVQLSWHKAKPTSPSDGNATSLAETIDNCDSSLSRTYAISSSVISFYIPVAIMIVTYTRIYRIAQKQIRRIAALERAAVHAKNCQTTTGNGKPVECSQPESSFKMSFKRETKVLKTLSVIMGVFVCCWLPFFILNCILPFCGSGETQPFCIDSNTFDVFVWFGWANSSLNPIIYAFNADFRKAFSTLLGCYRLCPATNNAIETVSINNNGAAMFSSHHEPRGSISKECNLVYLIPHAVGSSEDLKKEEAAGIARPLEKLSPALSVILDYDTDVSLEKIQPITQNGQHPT
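Inducible HEK293 T-REx D1 cells, force-coupled to calcium signalling, were plated at 4000 cells/well with tetracycline and held overnight at 30 C. After no-wash calcium dye loading, compound-evoked calcium rise over 180 s flagged agonists.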
D2 antagonist: antagonists of human D2 dopamine receptor; inhibition, % at 10 µM; P14416; AID 485344; actives 2% (n = 340,000); HEK293 TREx D2 cells, calcium flux, dopamine EC80; in the data active = inhibition above about 30%; also: 0% is about no effect
Target sequence (P14416 whole entry, looked up): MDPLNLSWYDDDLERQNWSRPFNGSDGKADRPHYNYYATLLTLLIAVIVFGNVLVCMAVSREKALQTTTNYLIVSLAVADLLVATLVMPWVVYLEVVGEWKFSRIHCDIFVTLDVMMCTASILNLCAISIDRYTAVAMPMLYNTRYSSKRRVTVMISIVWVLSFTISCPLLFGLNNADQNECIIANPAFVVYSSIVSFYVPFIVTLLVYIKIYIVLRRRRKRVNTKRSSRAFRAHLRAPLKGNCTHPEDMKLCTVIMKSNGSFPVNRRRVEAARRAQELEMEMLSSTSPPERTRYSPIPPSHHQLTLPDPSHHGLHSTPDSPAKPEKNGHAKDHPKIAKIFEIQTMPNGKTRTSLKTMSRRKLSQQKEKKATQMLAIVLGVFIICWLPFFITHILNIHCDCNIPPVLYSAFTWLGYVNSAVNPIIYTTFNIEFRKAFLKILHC
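Dopamine at EC80 is the agonist stimulus; test compounds precede it by 180 s. Calcium flux read kinetically in a force-coupled, inducible HEK293 T-REx D2 cell line.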
D1 antag: human D1 dopamine receptor antagonism; P21728; HEK293 TREx D1 cells, calcium flux, dopamine EC80; hits give low values; activity change, negative = inhibition, % at 10 µM; actives 3.2% (n = 360,000); AID 504652; in the data active = activity change below about -30%; also: % is scaled to controls: 0 for no effect and ±100 for the full control effect
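Using tetracycline-induced force-coupled D1 Hek293 cells and a calcium dye, signals were followed for 180 s after compound, then for 180 s after EC80 dopamine, to detect inhibitors.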
D2 ag: D2 dopamine receptor (human) agonism; actives 0.53% (n = 340,000); activation, % at 2 µM; P14416; HEK293 T-REx D2 cells, calcium flux agonist mode;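 active = activation over 3 SD above normal in the single-dose calcium agonist read, cut at about 30% in these data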; also: 0% is about no effect
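Agonism is scored from calcium flux in a force-coupled, inducible HEK293 cell line expressing D2, read kinetically for 180 s after compound addition against dopamine controls.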
D2 PAM: D2 dopamine receptor (human) potentiation; P14416; HEK293 T-REx D2, calcium flux, EC20 dopamine potentiation; potentiation, % at 10 µM; actives 0.34% (n = 340,000); AID 485347;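 active = potentiation over 3 SD above the plate norm, cut at about 30% in these data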; also: 0% is about no effect
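Potentiation of an EC20 dopamine calcium response is measured in a force-coupled, tetracycline-inducible Hek293 Trex D2 line. Compound-only kinetic reads over 180 s flag agonists before dopamine addition.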
D1 potentiator: enhances dopamine response at the human D1 receptor. P21728. HEK293 TREx D1 cells, calcium flux, dopamine EC20 potentiation. potentiation, % at 10 µM. actives 0.036% (n = 360,000). AID 504651; in the data active = potentiation above about 30%; also: 0% is about no effect
RXFP1 antag: RXFP1 (human) relaxin receptor antagonism | actives 0.59% (n = 350,000) | HEK293-RXFP1, relaxin-stimulated cAMP HTRF, 30 min; hits give low values | Q9HBX9 | AID 1259400 | activity change, negative = inhibition, % at 57.5 µM;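 active = activity change of -60% or lower, but not beyond a set lower limit; inconclusive = change between -60% and -40%, or beyond the set limit; inactive = change above -40%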; also: % is scaled to controls: 0 for no effect and ±100 for the full control effect
RXFP1 agonist: agonists of human relaxin receptor RXFP1. HEK293T-RXFP1 cAMP TR-FRET, 30 min; response scale: percent of porcine relaxin response, buffer zero. actives 0.3% (n = 370,000). Potency, µM (series often up to 57.5 µM), for the others: at the top dose activation, usual class: activators; active = well fitted activation curve with a large enough effect; inconclusive = small, poorly fitted or top-dose-only effect; also: potency is read from the fitted curve at half-maximal effect; % is scaled to controls: 0 for no effect and ±100 for the full control effect; nearly all actives have a fitted effect of over 60% in size; many of its hits are not listed in these tables
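Agonist response is measured as cAMP accumulation in an RXFP1-transfected HEK293T line under PDE4 inhibition. Values are scaled between buffer-only and 29 nM porcine relaxin, and EC50s come from standard Hill equation fits.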
* marks the source's active call; other numbers are inactive results; ? = inconclusive; . = no result given. An excerpt; rates above refer to the full screens.

SMILES	TRHR enhancer	D1 agonist	D2 antagonist	D1 antag	D2 ag	D2 PAM	D1 potentiator	RXFP1 antag	RXFP1 agonist
Cc1cc(C)c2nc(NNC(=O)c3ccc(S(=O)(=O)N4CCCCC4)cc3)sc2c1	-4	-4	-11	-7	0.6	5	-2	-13	3.1%
COc1cc(C2NC(=O)NC(c3ccccc3)=C2C(C)=O)c(Cl)cc1OCC(=O)O (stereo not given)	0	4	-4	13	1.8	-1	-5	-17	-1.1%
CN(CCNC(=O)CCCOc1cc(=O)n(C)c2ccccc12)Cc1ccccc1	1	-1	47*	-6	-0.5	.	-2	-10	0.4%
COc1ccc(CN2CCc3cc(OC)c(OC)cc3C2)cc1O	5	1	-6	-48*	-0.1	-19	-4	.	-1.4%
CCOC(=O)CSc1nc2ccccc2n2cnnc12	0	4	10	-2	-0.6	-4	4	-10	12%
COc1ccc(COCC(O)CN(Cc2ccco2)Cc2ccccc2O)cc1 (stereo not given)	1	10	9	-20	-0.5	-3	-2	.	3.2%
Cc1cccc(C)c1NC(=O)CN(C)C(=O)c1cc([N+](=O)[O-])ccc1N1CCOCC1	1	1	-11	4	0.3	5	25	-6	1.2%
CCOC(=O)CSc1n[nH]c(NC(C)=O)n1	4	0	.	7	.	-5	-3	-5	-0.9%
CC1CCN(S(=O)(=O)c2ccc3c(c2)N(CC(=O)NCc2ccccc2Cl)C(=O)CO3)CC1	9	-2	.	-10	-0.9	-4	2	.	-0.1%
O=C(Nc1ccc(N=Nc2ccccc2)cc1)c1ccc(Cl)cc1Cl	-5	-1	-14	-38*	-0.1	2	0	-7	0.6%
CCOC(=O)N1CCC(Nc2c(NCCN3CCN(c4cccc(Cl)c4)CC3)c(=O)c2=O)CC1	6	1	-3	-24	11	-6	.	.	-0.4%
Cc1ccc(SCCNS(C)(=O)=O)cc1	7	4	-12	1	-0.1	36*	-6	-5	-0.8%
O=S(=O)(NC1c2cccc3cccc(c23)C1Sc1ncccn1)c1ccccc1 (stereo not given)	-4	6	10	-1	0.5	2	-8	-7	1.0%
CNC(=O)/C(C#N)=C/c1cn(CC(=O)NCc2ccco2)c2ccccc12	5	-3	5	-10	-0.5	-5	2	5	-0.4%
CCOC(=O)C1CCN(C(=O)c2c(C)nn(-c3ccc(F)cc3)c2-n2cccc2)CC1	-2	-1	.	-8	-0.6	-7	-2	.	0.0%

No new results follow: three of the compounds above.
SMILES	TRHR enhancer	D1 agonist	D2 antagonist	D1 antag	D2 ag	D2 PAM	D1 potentiator	RXFP1 antag	RXFP1 agonist
Cc1cccc(C)c1NC(=O)CN(C)C(=O)c1cc([N+](=O)[O-])ccc1N1CCOCC1	1	1	-11	4	0.3	5	25	-6	1.2%
CCOC(=O)CSc1n[nH]c(NC(C)=O)n1	4	0	.	7	.	-5	-3	-5	-0.9%
CC1CCN(S(=O)(=O)c2ccc3c(c2)N(CC(=O)NCc2ccccc2Cl)C(=O)CO3)CC1	9	-2	.	-10	-0.9	-4	2	.	-0.1%

(list continues)
SMILES	TRHR enhancer	D1 agonist	D2 antagonist	D1 antag	D2 ag	D2 PAM	D1 potentiator	RXFP1 antag	RXFP1 agonist
O=C(COC(=O)c1ccccc1Cl)Nc1ccc2[nH]c(=O)[nH]c2c1	5	4	1	6	0.8	14	-1	10	1.7%
CC(=O)c1ccc(NS(=O)(=O)c2ccc(C(C)(C)C)cc2)cc1	-1	4	-7	-13	1.3	-1	0	1	1.1%
COC(=O)c1ccccc1NC(=O)Nc1cccnc1	0	10	0	-15	0.0	-7	-3	4	0.3%
Cc1ccc2c(CN3CCN(S(=O)(=O)c4ccccc4C(F)(F)F)CC3)cc(=O)oc2c1C	-3	2	-12	8	-0.4	-2	-6	5	0.1%
O=c1c(C(c2ccccc2)c2c(O)nc3n(c2=O)CCCS3)c(O)nc2n1CCCS2	0	16	21	40	-1.3	7	2	0	1.3%
S=c1[nH]nc(COc2ccccc2)n1/N=C/C=C/c1ccco1	3	0	3	1	-1.0	2	-2	-34	-0.1%
CC(C)c1ccc(NC(=O)C2CCN(c3ncnc4c3nc3n4CCCCC3)CC2)cc1	-12	0	13	3	-0.3	6	0	0	0.2%
O=C(NNC(=O)c1ccc(Cl)s1)c1csc(N2CCOCC2)n1	5	-1	6	32	-0.3	-5	-2	-2	0.9%
O=C(CN1CCN(C(=O)C2COc3ccccc3O2)CC1)Nc1ccc(F)cc1 (stereo not given)	-6	2	.	4	.	.	15	-11	2.8%
Cc1cc(C)n(C(=O)Cn2nc(C(F)F)cc2C)n1	-5	1	-12	-12	-1.7	-5	3	-7	0.1%
O=C(COC(=O)/C=C/c1ccccc1)Nc1ccccc1Br	-5	4	40*	-8	-1.2	-7	-6	-9	1.5%
CSc1nc(SCC(=O)O)c2c3c(sc2n1)COC(C)(C)C3	-3	1	-23	14	-1.2	16	-9	7	?
COC(=O)c1cn(NC(=O)Cc2c(F)cccc2Cl)c(=O)c2ccccc12	-3	3	-15	-3	1.1	0	-4	-10	-0.3%
CCCCSc1nnc2c(n1)[nH]c1ccccc12	3	-1	-4	-9	0.8	-1	0	8	0.2%
O=C(CCS(=O)(=O)c1ccc(Cl)cc1)N1CCN(c2ccc(F)cc2)CC1	-7	10	-39	-25	0.3	11	7	3	1.0%
O=C(Nc1cccc2cccnc12)c1ccc2c(c1)OCCO2	2	2	-8	9	0.4	13	5	18	0.6%
CCOc1ccccc1N1CCN(C(=O)/C=C/c2cccc([N+](=O)[O-])c2)CC1	1	1	3	4	-2.1	9	-1	-8	0.1%
CCOc1ccc(CN2CCCC(N3CCN(c4ccc(OC)cc4)CC3)C2)cc1 (stereo not given)	0	-1	14	69	0.4	-10	-2	5	-3.0%
Cc1sc(NC(=O)c2ccc(OCC(C)C)cc2)c(C(N)=O)c1-c1ccc(Cl)cc1Cl	8	2	-24	-22	0.8	-1	-1	-13	0.5%
Cn1nnnc1Sc1ncnc2scc(Br)c12	6	1	.	-16	.	.	-3	.	.
CCOC(=O)C1CCN(CC(O)COCc2cccs2)CC1 (stereo not given)	-1	2	-5	-17	14	-5	-6	3	1.6%
O=C(/C=C/c1ccco1)N(Cc1cccc(Br)c1)C1CCS(=O)(=O)C1 (stereo not given)	2	0	1	5	-0.6	4	2	-20	1.2%
CC1(C)Cc2c(c(=S)nc(-c3ccccc3)n2CCN2CCOCC2)CO1	-10	2	.	15	.	.	-1	-14	1.8%
CCn1nnnc1SCC(=O)Nc1cc(C)on1	0	0	25	-9	-1.3	-4	-3	-3	-3.1%
COc1ccc(C(C)C)cc1S(=O)(=O)Nc1ccncc1	15	1	-5	-13	0.0	.	-4	-5	1.1%
CCCn1c(=O)c(/C(N)=N/O)nn(-c2cccc(C(F)(F)F)c2)c1=O	0	1	10	-6	1.9	-2	-4	3	2.9%
CC(C)(C)c1ccc(C(CC(=O)O)NC(=O)C23CC4CC(CC(C4)C2)C3)cc1 (stereo not given)	7	5	-18	-8	-0.5	2	2	8	-0.6%
Cc1ccc(CNC(=O)CCOc2ccc(C(C)(C)C)cc2)cc1	6	2	-11	2	0.4	0	9	0	0.1%
N/C(Cc1nc2ccccc2s1)=N\O	-1	4	4	10	3.0	1	-3	-29	3.8%
COc1ccc(C)cc1-n1c(N)c(C#N)c(C#N)c1-c1ccc(OC)c(OC)c1OC	2	-1	-12	-21	2.1	.	2	-18	0.5%

Whole records as entered above. Order of values: TRHR enhancer	D1 agonist	D2 antagonist	D1 antag	D2 ag	D2 PAM	D1 potentiator	RXFP1 antag	RXFP1 agonist
Entry for COc1ccc(C(C)C)cc1S(=O)(=O)Nc1ccncc1 : 15	1	-5	-13	0.0	.	-4	-5	1.1%
Entry for COc1ccc(CN2CCc3cc(OC)c(OC)cc3C2)cc1O : 5	1	-6	-48*	-0.1	-19	-4	.	-1.4%

Back to the main list, starting two compounds before the break.
SMILES	TRHR enhancer	D1 agonist	D2 antagonist	D1 antag	D2 ag	D2 PAM	D1 potentiator	RXFP1 antag	RXFP1 agonist
N/C(Cc1nc2ccccc2s1)=N\O	-1	4	4	10	3.0	1	-3	-29	3.8%
COc1ccc(C)cc1-n1c(N)c(C#N)c(C#N)c1-c1ccc(OC)c(OC)c1OC	2	-1	-12	-21	2.1	.	2	-18	0.5%
Cc1c(CCC(=O)NC2CC2)c(=O)oc2cc(O)ccc12	11	1	0	10	0.6	4	-1	.	18%
CC1CCc2sc3nc(NCc4ccco4)n4ncnc4c3c2C1 (stereo not given)	2	0	-6	9	-1.0	-3	-6	4	4.4%
CCSc1nnc2c(n1)OC(c1ccc(OC)c(OC)c1)N(C(C)=O)c1ccccc1-2 (stereo not given)	7	-2	.	-30*	3.2	-2	2	.	-0.3%
Fc1ccc(-c2nnc3ccc(N4CCCC4)nn23)cc1	4	-1	2	-9	-1.0	-5	-4	.	8.1%
Cc1ccc2c(COn3nnc4ccc(S(=O)(=O)N(C)C)cc43)cc(=O)oc2c1C	-1	0	-3	-4	0.1	-5	-1	.	17%
CN1/C(=C/c2cc[n+](C)c3ccccc23)C=Cc2ccccc21	-2	0	-13	9	0.3	.	-1	0	-4.9%
COc1ccc2oc(=N)c(C(=O)Nc3ccc(Br)cc3)cc2c1	-6	6	12	-11	0.1	10	-1	1	7.9%
Cc1ccc(CNC(=O)c2cc(C3CC3)nc3c2c(C)nn3-c2cccc(Cl)c2C)cc1	-6	1	.	6	-0.6	-10	-2	3	0.2%
COc1ccccc1NC(=O)N[C@@H](Cc1c[nH]c2ccccc12)C(=O)NN	-3	1	12	-5	-0.3	-21	-8	-6	-2.8%
Cn1c2c(c(=O)n(C)c1=O)C(CC(=O)Nc1ccc(F)cc1)C(=O)N2 (stereo not given)	6	1	.	1	.	.	-7	-12	4.1%
Cc1nc(NCCO)c(C#N)c2c1COC(C)(C)C2	-2	-3	6	31	0.7	-2	-5	-2	0.9%
Clc1ccc(CSCCc2ccncc2)cc1	-11	4	19	-5	1.6	-7	-5	-8	0.5%
CCCn1c(=O)c2sccc2n2c(CCCC(=O)NC3CCCCC3)nnc12	0	2	.	4	-1.3	-3	1	-1	9.4%
CCOc1ccc(N(CC(=O)Nc2ccccc2)S(C)(=O)=O)cc1	-1	2	3	5	-0.7	-10	2	0	0.7%
Cc1ccc(-c2nc3ccccc3c(=O)n2NC(=S)N(C)C)cc1	19	0	23	-7	1.2	19	1	.	0.2%
CC1(C)CC(=O)C2=C(C1)OC1=C(C(=O)CC(C)(C)C1)C2c1ccc(O)c([N+](=O)[O-])c1	7	-1	-3	1	-0.7	6	1	-6	0.9%
COC(=O)CCC(=O)OC1(C)C(=O)C2=CN(CCN3CCOCC3)C(c3ccc(OC)cc3)=CC2=C(Br)C1=O (stereo not given)	0	3	1	8	0.6	-6	2	.	-0.3%
O=C(CCCC(=O)OCC(=O)c1ccc(Cl)cc1)NC1CCCCC1	-8	11	17	-4	-0.6	-3	-13	-6	5.2%
COc1ccc(C2NC(=S)NC(C)=C2C(=O)Nc2ccccn2)cc1 (stereo not given)	1	3	1	1	0.4	-10	3	-3	-0.3%
Cn1c(=O)c2c(nc(CN3CCN(C(c4ccccc4)c4ccccc4)CC3)n2CCCO)n(C)c1=O	-3	2	7	4	-1.5	5	3	-18	-0.4%
